Screening data deposited in PubChem BioAssay by several laboratories.
VHR inh abs: VHR1 phosphatase inhibitors, primary screen, biochemical, absorbance, uHTS | Dual specificity protein phosphatase 3 (Homo sapiens), P51452 | recombinant VHR phosphatase, pNPP absorbance | inhibition, % at 13.3 µM | hit rate 0.52% among 290,000; in the data active = inhibition above about 50%; note: some compounds called inactive have numbers as strong as hits
Target sequence (P51452 whole entry, looked up): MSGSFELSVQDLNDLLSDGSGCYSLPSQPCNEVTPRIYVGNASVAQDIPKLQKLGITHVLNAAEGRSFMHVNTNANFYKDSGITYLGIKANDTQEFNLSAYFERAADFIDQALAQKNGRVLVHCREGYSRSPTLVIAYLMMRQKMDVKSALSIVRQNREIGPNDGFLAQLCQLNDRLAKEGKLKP
3CLpro inhibitor: SARS-CoV 3CLpro protease inhibitors, primary screen, biochemical, quenched FRET | recombinant SARS-CoV 3CLpro, quenched FRET peptide cleavage | Replicase polyprotein 1ab (Severe acute respiratory syndrome coronavirus), P0C6X7 | inhibition, % at 6 µM | AID 1706, 2009 | hit rate 0.14% among 290,000; in the data active = inhibition above about 12%
SSB-PriA inh: inhibitors of Klebsiella pneumoniae PriA binding to SSB C-terminal tail, primary screen, biochemical, AlphaScreen; PriA–SSB C-terminal tail interaction (Klebsiella pneumoniae); AlphaScreen SSBct-PriA binding, biotinylated peptide; inhibition, % at 33 µM; AID 1272365, 2023; hit rate 0.6% among 430,000; in the data active = inhibition mostly above about 37%, no sharp cut-off; inactive = mostly below about 20%;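 note: plate controls were negative control peptide for no effect and reference peptide for full effect; strong numbers were not always called active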
Starred values were filed as active, the others as inactive; · = not tested or not shown; & = joins results of further samples.

SMILES	VHR inh abs	3CLpro inhibitor	SSB-PriA inh
COC(=O)c1ccccc1N(C)C(=O)c1cnn2c1OCCC2	·	·	-22
CCOC(=O)C1CCN(C(=O)c2nn(-c3ccc(C)cc3)c(=O)cc2OC)CC1	·	·	-9
Cc1cccn2cc(-c3cccc(NC(=O)c4cc(N5CCCC5)ncn4)c3)nc12	·	·	-7
CCOc1cc(C2C3=C(CC(C)(C)CC3=O)N=C(C)C2C(=O)OCc2ccccc2)cc(Br)c1O (stereo not drawn)	·	·	11
Cc1cc(C)nc(NS(=O)(=O)c2ccc(NC(=O)c3sc4ccccc4c3Cl)cc2)n1	·	·	-18&0
Cc1ccc(CC(=O)Nc2c3c(nn2C)CCC3)c(C)c1	·	·	-5
COc1cc(NC(=O)c2n[nH]nc2Nc2cccc(F)c2)cc(OC)c1	·	·	4
Cc1ccc(Cl)c2sc(NC(=O)C3CCCCN3S(C)(=O)=O)nc12 (stereo not drawn)	·	·	-5
CC(C)CS(=O)(=O)C1CCN(C(=O)c2ccccc2Br)CC1	·	·	-9
Cc1ccc(C(=O)CSc2nc3cc(C(=O)NCc4ccco4)ccc3c(=O)n2CCC(C)C)cc1	·	·	0
O=C(Nc1nnc(Cc2cccs2)o1)c1cc2cc([N+](=O)[O-])ccc2s1	·	·	-13
Cc1cc(C)c(NC(=O)CSc2nccn3nc(-c4ccc(Cl)cc4)cc23)c(C)c1	·	·	-3
Cc1cc(NC(=O)c2ccc([N+](=O)[O-])o2)n(-c2nc3c(cnn3-c3cccc(C)c3C)c(=O)[nH]2)n1	·	·	-2
O=C(CN1CCN(Cc2nc3ccccc3[nH]2)CC1)Nc1ccc(OC(F)(F)F)cc1	·	·	-12
O=S(=O)(NC[C@H](O)c1ccoc1)c1cccc2ccccc12	·	·	-16

Entries listed so far containing fluorine, in the order listed:
SMILES	VHR inh abs	3CLpro inhibitor	SSB-PriA inh
COc1cc(NC(=O)c2n[nH]nc2Nc2cccc(F)c2)cc(OC)c1	·	·	4
O=C(CN1CCN(Cc2nc3ccccc3[nH]2)CC1)Nc1ccc(OC(F)(F)F)cc1	·	·	-12

(list continues)
SMILES	VHR inh abs	3CLpro inhibitor	SSB-PriA inh
COC(=O)/C=C1\SC(=O)NC1=O	·	·	2
Fc1ccc(-c2cc3c(SCc4cccc(C(F)(F)F)c4)nccn3n2)cc1	·	·	-23&-6
O=C(NN=Cc1cc(Br)c(O)c(Br)c1)c1cc2c(ccc3ccccc32)o1	·	·	-14
COc1cccc(-c2noc(Cn3cccc(S(=O)(=O)N4CCCC4)c3=O)n2)c1OC	·	·	13
CCCCNC(=O)Cc1csc2nc(-c3ccc(F)cc3)cn12	·	·	0
O=C(Nc1ccc2c(=O)c3cccc(F)c3oc2c1)c1ccco1	·	·	-1
COC(=O)c1sccc1S(=O)(=O)NCCCn1ccc2cccnc21	·	·	5
Cc1ccc(NS(=O)(=O)c2ccc3[nH]c(=O)cc(C)c3c2)c(C)c1	·	·	-5
COc1ccccc1N1CCN(C(=O)c2ccc(=O)n(C)n2)CC1	·	·	-17&-14
CC(/C=C/c1ccco1)=NNC(=O)CNc1ccccc1C	·	·	11
O=C(CN1CCN(Cc2ccccc2)CC1)NN=Cc1c[nH]c2ccccc12	·	·	1
O=C(NCC1CCN(S(=O)(=O)c2cccnc2)CC1)Nc1ccccc1F	·	·	9
COc1cc2[nH]c(=O)n(Cc3ccc(C(=O)N4CCCCC4)cc3)c(=O)c2cc1OC	·	·	-4
NC(=O)c1cc([C@@H]2CCCCN2C(=O)c2c[nH]c(=O)c(Cl)c2)[nH]n1	·	·	-9
CCOc1cc(C=NNC(=O)c2ccc(NC(=O)C(C)(C)C)cc2)ccc1OC(=O)c1cccc(C)c1	·	·	-1
O=c1cc(-c2ccccc2)n2c(SCc3ccc([N+](=O)[O-])cc3)nnc2[nH]1	·	·	-1
COc1ccc(NC(=O)Cn2nc3nc(N4CCOCC4)ccn3c2=O)cc1Cl	·	·	-15
O=C(C(=C([O-])c1ccccc1)[n+]1ccc2ccccc2c1)c1ccc(Cl)cc1	·	·	6
Cc1ccc(C=NNC(=O)CC2N=C(Cc3ccccc3)NNC2=O)cc1 (stereo not drawn)	·	·	-3
COC(=O)C1CCN(C(=O)Cc2cc(-c3ccccc3F)on2)CC1	·	·	-9
CCN1CCCc2cc(CCNC(=O)c3ccc(C(F)(F)F)cc3)ccc21	·	·	27
Cc1cc([N+](=O)[O-])nn1Cc1ccc(C(=O)NN=Cc2ccccc2)cc1	·	·	-3
Cc1ccccc1-c1noc(-c2nnn(-c3ccc(Cl)cc3)c2C)n1	·	·	-5
COc1ccccc1/C=C/C=Nn1c(-c2ccc(F)cc2)n[nH]c1=S	·	·	-2
COc1ncc(NC(=O)c2cccc(OC)c2OC)cn1	·	·	-11
CCOc1ccc(NC(=O)CCn2cnc3c(cnn3C(C)(C)C)c2=O)cc1	·	·	-16
CC(=NNC(=O)CNc1cccc(C)c1)c1ccc(Br)s1	·	·	-9
COc1cccc(COC(=O)c2nnn(-c3ccc(Br)cc3)c2C)c1	·	·	-1
CCOc1cc(-c2nnc(NC(=O)c3ccnn3C)o2)cc(OCC)c1OCC	·	·	-1
COc1cccc(CSc2nc(C)c(CC(=O)N3CCCc4ccccc43)c(=O)[nH]2)c1	·	·	-2
CCOc1cccc2sc(NC(=O)c3cccc(Cl)c3)nc12	·	·	-7
COc1cc(OC)c(NC(=O)CN2C(=O)[C@H]3CCCC3=Nc3cc(C)c(C)cc32)cc1Cl	·	·	-13
COc1ccc(Cl)cc1NC(=O)CSc1nc2c(cc1C#N)C(=O)CC(C)(C)C2	·	·	-17
COc1ccc(S(=O)(=O)CCCC(=O)Nc2cc(C)no2)cc1	·	·	-15&-4
O=C(NN=Cc1ccc(F)cc1)c1cccc(NC(=O)c2ccccc2Cl)c1	·	·	2
Cn1nnn(-c2ccc(NS(=O)(=O)C3CCCCC3)cc2)c1=O	·	·	1
O=C(Nc1ncc(-c2ccccc2)s1)c1cc(=O)c2ccccc2o1	·	·	-4
CCOc1ccc(Nc2nn3c(=O)c4ccc(Cl)cc4nc3s2)cc1	·	·	-8
C=CCn1c(SCC(=O)NCc2ccco2)nc2scc(-c3ccc(Cl)cc3)c2c1=O	·	·	7
O=C(c1noc2c1CCCC2)N1CCC(n2c(=O)[nH]c3ccccc3c2=O)CC1	·	·	-5
CC(=NNC(=O)c1ccc(NS(=O)(=O)c2cccs2)cc1)c1cccs1	·	·	-4
O=C(NC1=NCCS1)NC(c1ccccc1)c1ccccc1	·	·	-4
COC(=O)Nc1ccc(S(=O)(=O)N(CCc2cccs2)C2CC2)cc1	·	·	-8
Cc1nnc(NC(=O)c2cc(N3CCCC3)ncn2)s1	·	·	-3
Cc1ccc(-n2ncc3c(NC(c4ccccc4)c4ccccc4)ncnc32)c(C)c1	·	·	-5
CN(C)c1ccc(P(=O)(CC(=O)NN=Cc2ccc(C#N)cc2)OCCCl)cc1 (stereo not drawn)	·	·	-2
CCCCCc1ccc(-c2ccc(C(=O)Nc3ccc(C)cc3Br)cc2)nc1	·	·	3
COc1cc(=O)n(-c2ccc(C)cc2)nc1C(=O)NCc1ccccc1Cl	·	·	-1
COc1ccc(Cl)cc1S(=O)(=O)NCc1ccc(C(O)c2cccs2)s1 (stereo not drawn)	·	·	-16
COc1nn(C)cc1C(=O)NCCCn1ccc2cccnc21	·	·	-11
COC(=O)NCc1nn(C2CCCC2)c2c1CCCC2	·	·	-12
NC(=O)C1CCN(c2nc(N3CCOCC3)c3cnn(-c4ccc(Cl)cc4)c3n2)CC1	·	·	-11
O=C(CN1C(=O)c2ccccc2C1=O)Nc1nc2c(s1)CSc1ccccc1-2	·	·	-15
COc1ccc(OC)c(C(O)=CC(=O)C(=O)Nc2ccccc2OC)c1	·	·	-3
CS(=O)(=O)c1ccc(-c2ccc(NS(=O)(=O)c3ccc4c(c3)CCCC4)cc2)nn1	·	·	-11
O=C(C1CCC1)N1CCC(S(=O)(=O)Cc2ccco2)C1 (stereo not drawn)	·	·	-34
COc1cccc(Cn2nc(C3CCN(S(C)(=O)=O)CC3)n(C)c2=O)c1	·	·	-2
COC(=O)c1ccc(NC(=O)Cn2c3c(c(=O)n(C4CCCCC4)c2=O)CCC3)cc1	·	·	3
CCn1c(SCC(=O)NCc2ccc(Cl)cc2)nc2nc(N3CCC(C)CC3)sc2c1=O	·	·	-2
O=C(c1cccs1)N1CCc2cc(S(=O)(=O)NC3CCCC3)ccc21	·	·	-1

For convenience, six of the compounds above:
SMILES	VHR inh abs	3CLpro inhibitor	SSB-PriA inh
COc1cc(=O)n(-c2ccc(C)cc2)nc1C(=O)NCc1ccccc1Cl	·	·	-1
COc1ccc(Cl)cc1S(=O)(=O)NCc1ccc(C(O)c2cccs2)s1 (stereo not drawn)	·	·	-16
COc1nn(C)cc1C(=O)NCCCn1ccc2cccnc21	·	·	-11
COC(=O)NCc1nn(C2CCCC2)c2c1CCCC2	·	·	-12
NC(=O)C1CCN(c2nc(N3CCOCC3)c3cnn(-c4ccc(Cl)cc4)c3n2)CC1	·	·	-11
O=C(CN1C(=O)c2ccccc2C1=O)Nc1nc2c(s1)CSc1ccccc1-2	·	·	-15

More records follow.
SMILES	VHR inh abs	3CLpro inhibitor	SSB-PriA inh
CCOC(=O)c1ccc(NC(=O)CC2S\C(=N/N=C\C=C\c3ccccc3)NC2=O)cc1 (stereo not drawn)	·	·	-5
COc1ccc(Cc2nnc(NC(=O)C3CC(=O)N(c4ccccc4)C3)o2)cc1 (stereo not drawn)	·	·	14
COc1cc(C=NNC(=O)c2ccc(Cl)cc2)ccc1OCC(=O)N1CC(C)OC(C)C1 (stereo not drawn)	·	·	-6
CN1CCN(C(CNC(=O)NC2CCCCC2)c2ccsc2)CC1 (stereo not drawn)	·	·	-3
O=C(Cn1cnc(-c2ccc(F)cc2)cc1=O)N1CCN(c2ccc(F)cc2)CC1	·	·	-27
Cc1cc(C(=O)NCCn2nc(-c3ccncc3)cc2C2CC2)c(C)o1	·	·	5
COc1cc2c(cc1OC)C(=CC(=O)c1ccc(C)cc1)NCC2	·	·	-5
CN(C)CC1CSCCCN1C(=O)Cn1cnc2ccccc21 (stereo not drawn)	·	·	-25
N#Cc1nc(-c2ccco2)oc1N1CCN(C(=O)c2ccco2)CC1	·	·	2
CC(C)N1CCC(CNS(=O)(=O)c2ccc(F)cc2)CC1	·	·	1
O=S1(=O)CCC(=NNc2ccccc2)c2ccsc21	·	·	8
O=C(NCC1CCN(Cc2ccco2)CC1)c1ccccc1Cl	·	·	-13
CN(CC(=O)NCC1Cc2ccccc2CO1)S(C)(=O)=O (stereo not drawn)	·	·	5
CCOc1ccc(-n2c(=O)[nH]c3c(C(N)=O)nc(-c4cc(Br)ccc4OC)nc32)cc1	·	·	-3
CCOC(=O)c1ccccc1NC(=O)Cn1c(=O)n(CCCC(=O)NCc2ccccc2OC)c(=O)c2ccccc21	·	·	6
O=C(C1CCCCN1S(=O)(=O)c1ccc(Cl)s1)N(Cc1ccco1)c1nc2c(F)cccc2s1 (stereo not drawn)	·	·	10
O=C(Cc1cc(-c2ccc(Cl)cc2)on1)NCCC1=CCCCC1	·	·	-9
CCCC(=O)NCC(=O)N1CCN(c2cc(N3CCOCC3)cnn2)CC1	·	·	-5
CC(C)c1ccc(Cc2nnc(NCc3ccc4c(c3)OCO4)[nH]c2=O)cc1	·	·	-7
NC(=NN=Cc1ccc(O)cc1O)N[N+](=O)[O-]	·	·	-1
Cn1cc(C(=O)NCCn2nc(C3CC3)n(-c3ccccc3)c2=O)nn1	·	·	-6
Brc1cccc(-c2nnn3c2nc(N2CCc4ccccc42)c2ccccc23)c1	·	·	-4
COc1cc(C(=O)Nc2cccc(-c3ccc(=O)n(C)n3)c2)cc(OC)c1OC	·	·	3
CC(C)(C)n1ncc2c(=O)n(CCC(=O)NC(c3ccccc3)c3ccccc3)cnc21	·	·	-7&-4
O=C(CSc1cc(NCc2ccc(Cl)cc2)ncn1)Nc1ccccc1Br	·	·	0
CC(=NNC(=O)c1nn(C)c(C)c1Br)c1cccc(NC(=O)c2ccc(F)cc2)c1	·	·	-1
CCOC(=O)c1ccccc1NC(=O)CC1Nc2ccccc2NC1=O (stereo not drawn)	26	·	-8
Cc1cc(C)nc(N2CCN(c3ncnc4c3oc3ccccc34)CC2)n1	-6	·	2
COc1cc(C(=O)Nc2c(-c3ccccn3)c(=O)c3ccccc3n2C)cc(OC)c1OC	12	·	-2
Cc1cc(SCC(=O)Nc2c(C)n(C)n(-c3ccccc3)c2=O)n2c(nc3ccccc32)c1C#N	·	7	-10
COC(=O)c1ccc(CSc2nc(-c3ccc(OC)cc3)nc3c2c(=O)n(C)c(=O)n3C)o1	·	2	-13
N#CCCSc1ccccc1NC(=O)c1ccc(S(=O)(=O)N2CCCC2)cc1	25	2	-6
COc1ccc2nc(N=Nc3c(O)ccc4ccccc34)sc2c1	-16	2	5
COc1ccc(F)cc1CN1CCN(c2cc(C)nc3c4c(C)cc(C)nc4nn23)CC1	-5	-5	-1
CCOC(=O)c1sc(NC(=O)CSc2nc3c(c(=O)n2-c2ccc(F)cc2)SCC3)c(C(=O)OCC)c1C	4	2	-19
Clc1ccc(-c2nnc3sc(-c4ccccn4)nn23)cc1	-9	-1	48
O=[N+]([O-])c1ccc(N2CCNCC2)c2ncccc12	-5	5	53*
NS(=O)(=O)c1ccc(O)c(N2C(=O)c3cccc4c(C(=O)c5ccccc5)ccc(c34)C2=O)c1	-5	7	46*

These rows are one share of the data, so the mix of outcomes need not match the whole.
